Assay outcomes: PubChem BioAssay, several laboratories
CCHFV vOTU inh – blocks the CCHF virus ovarian tumor domain protease; CCHFV vOTU protease, Pep-AMC fluorescence; inhibition, % at 11.5 µM; actives 0.55% (n = 370,000); further: 0% = vehicle wells with enzyme and 100% = no enzyme wells
PrPC surface inh – cell surface PrPC inhibition, primary TR-FRET screen; P04156; TR-FRET read-out; inhibition, % at 13.8 µM; actives 0.43% (n = 370,000); in the data active means inhibition above about 24%; further: 0% = median of the test wells and 100% = reference compound wells
Mtb FBA inh – Mtb fructose-bisphosphate aldolase inhibition; purified M. tuberculosis FBA, fluorescence read-out; actives 2.3% (n = 360,000); inhibition, % at 1 µM; AID 588726; P9WQA3; in the data active means inhibition above about 27%;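 further: 0% = vehicle and 100% = reference inhibitor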
Target sequence (P9WQA3 whole entry, looked up): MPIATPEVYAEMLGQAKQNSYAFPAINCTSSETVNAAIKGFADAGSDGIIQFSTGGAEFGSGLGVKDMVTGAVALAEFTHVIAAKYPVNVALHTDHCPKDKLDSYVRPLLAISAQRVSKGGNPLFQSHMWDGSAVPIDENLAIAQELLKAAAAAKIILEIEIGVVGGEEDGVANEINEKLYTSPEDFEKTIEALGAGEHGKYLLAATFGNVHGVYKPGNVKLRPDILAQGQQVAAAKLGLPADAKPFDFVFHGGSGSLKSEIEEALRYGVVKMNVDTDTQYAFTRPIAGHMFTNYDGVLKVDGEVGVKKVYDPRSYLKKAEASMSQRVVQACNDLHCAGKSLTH
UGM FP inh – Mtb UDP-galactopyranose mutase inhibition | P9WIQ1 | purified UGM, fluorescence polarization probe displacement | inhibition, % at 10 µM | actives 0.06% (n = 320,000); in the data active means inhibition above about 10%, passing the limit was not always enough; inconclusive means no clear call, values can overlap the other calls
Target sequence (P9WIQ1 whole entry, looked up): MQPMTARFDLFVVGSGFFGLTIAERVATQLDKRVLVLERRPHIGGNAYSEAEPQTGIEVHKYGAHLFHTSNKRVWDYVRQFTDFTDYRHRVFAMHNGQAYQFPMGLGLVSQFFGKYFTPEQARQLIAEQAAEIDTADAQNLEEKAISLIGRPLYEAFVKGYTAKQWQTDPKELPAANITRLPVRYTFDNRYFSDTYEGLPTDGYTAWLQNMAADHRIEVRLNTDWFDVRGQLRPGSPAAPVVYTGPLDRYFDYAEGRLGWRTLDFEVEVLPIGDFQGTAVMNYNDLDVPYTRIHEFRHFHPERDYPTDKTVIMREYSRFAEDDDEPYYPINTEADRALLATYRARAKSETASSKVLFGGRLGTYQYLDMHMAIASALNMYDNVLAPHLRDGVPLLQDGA
BoNT-F LC inh – inhibitors of Botulinum neurotoxin F light chain protease. Multiplex microsphere protease cleavage assay, flow cytometry. inhibition, % at 10 µM. actives 0.22% (n = 360,000); in the data active means inhibition above about 35%, passing the limit was not always enough; inconclusive means no clear call, values can overlap the other calls; further: plate controls were buffer without enzyme for full effect and enzyme alone for no effect
BoNT A protease – inhibitors of Botulinum neurotoxin A light chain protease; inhibition, % at 10 µM; actives 0.17% (n = 360,000); multiplex microsphere protease substrate cleavage, flow cytometry; AID 588499; in the data active means inhibition above about 30%; inconclusive means no clear call, values can overlap the other calls; further: plate controls were buffer without enzyme for full effect and enzyme alone for no effect
GDH-TPI inh – GDH-TPI coupled enzyme inhibition counter-screen | AID 588335 | GDH-TPI coupled enzyme counterscreen, NADH absorbance | inhibition, % at 4.8 µM | actives 1.2% (n = 360,000);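 further: 0% = DMSO wells and 100% = wells lacking the enzyme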
Mtb BioA inh – blocks M. tuberculosis BioA enzyme activity. purified M. tuberculosis BioA enzyme, plate reader. inhibition, % at 9.99 µM. actives 0.096% (n = 360,000). AID 602481; in the data active means inhibition above about 40%; inconclusive means no clear call, values can overlap the other calls
FadD28 FP inh – blocks FadD28 binding to the bisubstrate probe. actives 0.22% (n = 360,000). AID 588549. fluorescence polarization. inhibition, % at 12.5 µM; in the data active means inhibition above about 8.5%, passing the limit was not always enough; inconclusive means no clear call, values can overlap the other calls
Numbers without * were called inactive; ? = inconclusive; . = not tested or not shown. Unless noted, no stated cut-off is given here; in the data, active means inhibition above about 30%; inactive means the rest. The order is random; about 4.8% have a hit in one of these screens.

SMILES | CCHFV vOTU inh | PrPC surface inh | Mtb FBA inh | UGM FP inh | BoNT-F LC inh | BoNT A protease | GDH-TPI inh | Mtb BioA inh | FadD28 FP inh
CCOC(=O)CN1NC2(CCCCCC2)NC1=S | -8 | -1 | 0 | -1.6 | ? | -2.8 | -5 | -1.3 | -2.9
C=CCSc1nnc(NC(=O)CN2C(=O)NC3(CCCC3)C2=O)s1 | 4 | 3 | 3 | 2.1 | 4 | -1.9 | 4 | -1.3 | -2.7
CCC(Sc1nc(C)cc(C)n1)C(=O)Nc1cc(C)on1 (stereo not drawn) | -2 | 8 | 2 | 1.5 | -1 | 0.8 | -2 | . | -0.6
COC(=O)CCCCC1SCC(NC(=O)OC)C1NC(=O)OC (stereo not drawn) | 4 | -4 | -3 | 0.9 | 10 | -0.1 | -1 | -0.4 | -3.4
Cc1cc(CN(C)C(=O)c2cc(COc3ccc(F)cc3Cl)on2)n[nH]1 | 3 | 2 | -3 | 1.5 | -1 | 0.2 | -11 | . | -3.4
CCSc1ccc2cc(OC)ccc2[n+]1CC | -19 | -12 | 22 | -2.4 | -4 | -0.7 | 5 | . | -1.8
Cc1cc(-c2n[nH]c(=S)n2/N=C/c2cc([N+](=O)[O-])ccc2Cl)n[nH]1 | 4 | -7 | 0 | . | -4 | -1.6 | 1 | -0.2 | 0.9
CC(C)(C)OC(=O)N1CCC(CNC(=O)Nc2ccccc2)CC1 | -15 | -2 | 1 | 1.1 | . | . | 2 | 0.8 | -1.0
CN(c1ccccc1)S(=O)(=O)c1ccc(C(=O)OCC(=O)NCc2ccco2)cc1 | 2 | 1 | 0 | -0.4 | 10 | 0.3 | -7 | 4.0 | -4.2
COc1cc(NC(=S)N2CCN(S(=O)(=O)c3ccc(C)cc3)CC2)cc(OC)c1 | -2 | 4 | 1 | 1.4 | 0 | -0.1 | 5 | -0.1 | -3.4
CN(C)c1ccc(-c2ccc3oc(-c4ccsc4)cc(=O)c3c2)cn1 | -6 | 8 | 5 | 0.2 | -1 | 0.8 | 19 | 1.0 | -1.8
CCCc1nccn1S(=O)(=O)c1cc(OC)ccc1OC | -3 | -1 | 2 | -5.4 | 4 | 4.3 | 12 | 0.4 | -0.3
O=C1CN(c2ccccc2)C(=O)N1 | -1 | 6 | 1 | -0.6 | . | . | 13 | -3.4 | -1.1
NC(=O)c1ccccc1N=Cc1cccnc1 | -10 | 0 | 20 | -1.2 | -4 | -0.5 | 0 | . | -3.0
Cc1nn(-c2ccccc2)c(Cl)c1/C=N/NC(=O)c1nn(C)cc1[N+](=O)[O-] | 21 | -4 | -2 | -0.2 | 4 | -1.2 | 14 | 3.0 | -0.7

Part of the list above, with values under each structure:
Screens in order: CCHFV vOTU inh	PrPC surface inh	Mtb FBA inh	UGM FP inh	BoNT-F LC inh	BoNT A protease	GDH-TPI inh	Mtb BioA inh	FadD28 FP inh
> O=C1CN(c2ccccc2)C(=O)N1
→ -1	6	1	-0.6	.	.	13	-3.4	-1.1
> Cc1cc(CN(C)C(=O)c2cc(COc3ccc(F)cc3Cl)on2)n[nH]1
→ 3	2	-3	1.5	-1	0.2	-11	.	-3.4
> CCCc1nccn1S(=O)(=O)c1cc(OC)ccc1OC
→ -3	-1	2	-5.4	4	4.3	12	0.4	-0.3

(further entries)
SMILES | CCHFV vOTU inh | PrPC surface inh | Mtb FBA inh | UGM FP inh | BoNT-F LC inh | BoNT A protease | GDH-TPI inh | Mtb BioA inh | FadD28 FP inh
CC1CC(C)(C)CC2(C1)NC(=O)N(CC(=O)Nc1ccc3c(c1)OCO3)C2=O (stereo not drawn) | 6 | 2 | -2 | . | -1 | -0.4 | -1 | -0.1 | -1.2
CC(C)CNC(=O)C1Nc2ccccc2C2C=CCC12 (stereo not drawn) | 17 | -6 | 2 | -0.4 | -6 | 2.2 | 13 | -1.2 | 1.1
COc1ccccc1C(=O)NC(=O)COC(=O)C1CCC1 | -1 | -5 | 1 | -0.6 | 2 | 1.3 | 8 | 2.7 | -3.9
CC(C)c1nc(C#N)c(NCCCn2ccnc2)o1 | 8 | 8 | -1 | 0.1 | -19 | 0.4 | -11 | -2.4 | 1.6
Cc1cc(C)c(C)c(S(=O)(=O)Nc2ccccc2C(=O)O)c1C | 3 | 4 | 27* | -0.7 | -6 | -0.6 | -6 | 1.0 | -9.1
CCOC(=O)c1c(S(=O)(=O)Nc2ccccc2OCC)c(C)n(C)c1C | 1 | 4 | -1 | 0.7 | -10 | -4.7 | -8 | 0.5 | -3.6
CC(C)Oc1ccc(C(=O)Nc2cc(S(=O)(=O)N3CCOCC3)ccc2N2CCOCC2)cc1 | 3 | 12 | -6 | . | 4 | 2.4 | -6 | 0.9 | -4.1
O=C(CNc1ccccc1)N/N=C/c1ccc2c(c1)OCCO2 | 4 | -7 | 4 | -0.1 | -15 | -0.2 | 11 | . | 0.0
OCC1OC(n2cnc3c(SCc4ccccc4)ncnc32)C(O)C1O (stereo not drawn) | 8 | 6 | 1 | . | -3 | 0.2 | 4 | . | -3.0
CCOC(=O)N1CCC(N2C(=O)c3ccccc3C2Nc2c(C)cccc2C)CC1 (stereo not drawn) | 6 | -7 | -2 | 2.4 | -7 | -0.1 | -2 | -1.6 | -2.1
CC(NC(=O)CCc1nc2cc(S(=O)(=O)N3CCOCC3)ccc2n1C)c1ccc(S(N)(=O)=O)cc1 (stereo not drawn) | 20 | -6 | 3 | 3.7 | -15 | -2.4 | 5 | 0.6 | -0.8
O=C(Nc1ccccc1)Nc1ccccc1C(=O)NCc1ccccc1 | 5 | 11 | 7 | 3.7 | . | . | 0 | 0.1 | -1.9
Cc1ccc(NC(=O)COC(=O)CCC2CCCC2)c(Br)c1 | 11 | -4 | 3 | 1.2 | -1 | 1.9 | 8 | . | 0.8
Cc1ccc(C(O)c2ncc(-c3cccc(C(F)(F)F)c3)[nH]2)c(C)c1 (stereo not drawn) | 13 | -1 | -2 | . | -2 | -0.2 | 9 | 0.8 | -2.8
Cc1onc(-c2ccccc2Cl)c1C(=O)OCc1cnc(Cl)s1 | 5 | 0 | 1 | 0.1 | -6 | -1.8 | 1 | 1.9 | -2.0
COc1ccc(C(=O)/C=C/Nc2ccc(S(=O)(=O)Nc3onc(C)c3C)cc2)cc1 | 28 | -2 | 2 | 1.6 | 0 | -0.5 | 20 | . | -1.5
CCOC(=O)c1sc2nc(SC)nc(-c3ccccc3)c2c1N | 3 | -3 | 4 | -0.7 | 15 | 2.1 | 1 | -0.3 | -2.7
O=C(NCCCN1CCOCC1)c1c(O)c2cc(Br)cc(Br)c2[nH]c1=O | . | . | 3 | 1.6 | 4 | 0.0 | 0 | -0.3 | -4.7
Cc1ccc(C(C)C)cc1C(=O)CC1(O)C(=O)N(C)c2ccccc21 (stereo not drawn) | 0 | -6 | -1 | 3.7 | -96 | -6.6 | 0 | -1.2 | -2.0
S=C(NCc1ccco1)N1CCN(Cc2ccc(Cl)cc2Cl)CC1 | -8 | -2 | -1 | 3.8 | -10 | 0.4 | 16 | 3.0 | -1.2
CCC(c1nnnn1-c1ccc2c(c1)OCCO2)N1CCN(c2ccc(C(F)(F)F)cc2[N+](=O)[O-])CC1 (stereo not drawn) | 15 | -6 | . | . | -2 | 1.5 | . | . | .
O=C(c1cc(F)ccc1F)N1CCC(N2CCC(C(=O)N3CCCC3)CC2)CC1 | 10 | 2 | 1 | -0.3 | 1 | 0.6 | -3 | -0.7 | 3.1
COc1ccc(-c2nc3cc(C)c(Br)c(C)n3c2Cc2ccccc2)cc1OC | 18 | 4 | -1 | . | -6 | 2.1 | . | -5.5 | -0.7
O=C(CNC(=O)c1ccc(Cl)cc1Cl)OCc1nnc(-c2ccccc2Br)o1 | 5 | -6 | 0 | -0.2 | -1 | -0.2 | 6 | . | -1.9
NC(=O)c1ccc(NC(=O)CCc2nc3ccccc3s2)cc1 | 9 | 0 | 4 | -5.9 | -18 | 7.3 | 2 | . | -0.7
CCOC(=O)N1CCN(c2nc(-c3ccccc3)c3cc(C)ccc3n2)CC1 | -9 | 7 | 7 | 0.9 | 10 | 10 | 8 | -0.8 | -1.2
Fc1ccc(NC(=S)N2CCCc3ccccc32)cc1 | -3 | -2 | 4 | 2.5 | -7 | 3.0 | -1 | . | -3.6
COc1cccc(C(=O)CC(=O)C(=O)Nc2cc(OC)ccc2OC)c1 | 5 | -9 | 0 | 0.1 | 16 | 1.6 | 15 | . | 2.3
O=C(CSC1=NS(=O)(=O)c2cc(Cl)ccc2N1)NCCc1ccccc1 | 8 | 4 | -1 | 4.9 | -8 | -1.1 | 14 | 0.2 | -2.5
CC1CCN(C(=O)C2CCCCN2S(=O)(=O)c2cccc([N+](=O)[O-])c2)CC1 (stereo not drawn) | 10 | -9 | 5 | 1.3 | -11 | -1.9 | -1 | . | -0.6
Cc1ccc(CC(=O)Nc2nc3ccccc3[nH]2)cc1C | 1 | 3 | -1 | -0.3 | -6 | 0.1 | 17 | 0.1 | -3.9
CCOc1ccc(Br)cc1S(=O)(=O)Nc1nc(CN2CCOCC2)nc2sc(C)c(C)c12 | 8 | 3 | 4 | 0.3 | 9 | 0.1 | 3 | . | -0.4
CCCN(CCC)S(=O)(=O)c1cc2c(cc1Br)CCN2C(=O)CC | 1 | 3 | 1 | . | -3 | 0.0 | 6 | 2.3 | -1.7
COc1ccc(NCC(=O)N/N=C/c2cc([N+](=O)[O-])ccc2N2CCCC2)cc1 | 1 | -10 | -10 | 0.5 | -7 | -0.8 | 14 | . | -2.5
COc1ccc(NS(=O)(=O)c2ccc(NS(=O)(=O)c3cccs3)cc2)c(OC)c1 | -2 | -2 | 2 | -0.6 | -23 | 1.2 | -9 | 0.0 | -4.4
COc1cc(C(=O)NCc2nnc(SCC(=O)Nc3nc4ccccc4s3)o2)cc(OC)c1OC | 11 | -8 | 1 | -0.3 | -3 | -0.2 | -1 | . | -2.1
CC[C@H](C)[C@@H]1NC(=O)[C@H]([C@@H](C)CC)NC(=O)[C@@H](CC(C)C)NC(=O)[C@H](Cc2ccccc2)NC(=O)[C@H](Cc2ccccc2)NC(=O)[C@@H]2CCCN2C(=O)[C@@H]2CCCN2C(=O)[C@H](C(C)C)NC(=O)[C@H](CC(C)C)NC1=O | -3 | -3 | 1 | -2.2 | 1 | 0.3 | -3 | 0.6 | -1.2
Cc1ccc(S(=O)(=O)N2CCN(c3ccc(N4CCOCC4)nn3)CC2)cc1[N+](=O)[O-] | 5 | -8 | 3 | -1.1 | 1 | 0.5 | 2 | -0.2 | -2.2
COc1ccc(C(=O)Nc2cccc3c2CCCC3)c(OC)c1 | -2 | -4 | 2 | -1.3 | . | . | 2 | -1.8 | -0.4
CC(C)(C)C(=O)NC(NC(=O)C(C)(C)C)c1ccc([N+](=O)[O-])cc1 | 9 | -12 | -5 | -2.3 | 2 | 0.6 | 11 | -0.4 | -0.7
COc1ccc(CNC(=O)C/C(C)=N/NC(=O)c2ccc(OC)cc2OC)cc1 | 0 | 10 | 8 | 3.0 | -16 | -2.6 | 5 | -0.8 | -1.6
Cc1ccc(S(=O)(=O)c2nc(NCc3ccc4c(c3)OCO4)sc2Cl)cc1 | -9 | 7 | 1 | 0.5 | 0 | 2.7 | 4 | -1.6 | -2.5
COc1ccc(NC2=NCCCS2)cc1OC | -6 | 10 | 2 | 1.1 | -10 | -0.4 | -6 | 0.4 | -0.4
O=C(Nc1nccs1)c1cccc(NC(=O)C2CC2)c1 | -5 | 8 | 2 | 1.0 | -9 | -0.8 | 12 | -4.5 | 0.0
COc1ccc(NC(=O)N(CCC(C)C)C(C)c2ccccn2)c(OC)c1 (stereo not drawn) | -2 | 6 | 0 | 0.2 | -4 | 0.1 | -3 | 3.2 | -1.5
COc1ccc(S(=O)(=O)N2CCOC2CNC(=O)C(=O)NCC(C)C)cc1OC (stereo not drawn) | -9 | 5 | 1 | -2.9 | -8 | 0.1 | 6 | -2.7 | 0.8
CN(CCCC(=O)Nc1ccncc1)S(=O)(=O)c1ccc(Cl)cc1 | 4 | 8 | 0 | 1.9 | -2 | 0.4 | 3 | 1.3 | -2.5
